# Bioassay records as filed in PubChem BioAssay.
# Bcl-2 Bim block – disrupts Bim peptide binding to human Bcl-2 | P10415 | Bead-based flow cytometry, Bim peptide-Bcl-2 binding | inhibition, % at 10 µM | 190,000 compounds, 0.06% hits; in the data active means inhibition above about 40%; inconclusive means no clear call, values can overlap the other calls;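 further: 0% = no compound wells with probe peptide and 100% = reference peptide inhibitor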
# Target sequence (P10415 whole entry, looked up): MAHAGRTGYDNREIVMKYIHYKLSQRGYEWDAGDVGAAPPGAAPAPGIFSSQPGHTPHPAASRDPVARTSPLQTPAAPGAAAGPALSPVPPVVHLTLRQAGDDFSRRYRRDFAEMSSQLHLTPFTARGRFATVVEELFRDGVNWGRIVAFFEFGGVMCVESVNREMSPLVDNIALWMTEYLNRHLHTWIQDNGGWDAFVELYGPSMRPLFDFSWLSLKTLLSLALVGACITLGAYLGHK
# Bcl-W Bim block – disrupts Bim peptide binding to human Bcl-W | Q92843 | bead-based flow cytometry | inhibition, % at 10 µM | 190,000 compounds, 0.02% hits;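 further: 0% = bound tracer without compound and 100% = peptide blocker; higher means less fluorescent Bim peptide bound to Bcl-W beads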
# Target sequence (Q92843 whole entry, looked up): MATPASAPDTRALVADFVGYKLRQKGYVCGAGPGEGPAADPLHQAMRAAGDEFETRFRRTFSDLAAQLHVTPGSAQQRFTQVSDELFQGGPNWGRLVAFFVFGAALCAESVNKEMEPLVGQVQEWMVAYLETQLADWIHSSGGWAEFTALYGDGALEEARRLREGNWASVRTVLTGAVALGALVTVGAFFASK
# Bcl-XL Bim block – disrupts Bim peptide binding to human Bcl-XL; bead flow cytometry, fluorescence; inhibition, % at 10 µM; 190,000 compounds, 0.04% hits; AID 1007
# Target sequence (Q07817 whole entry, looked up): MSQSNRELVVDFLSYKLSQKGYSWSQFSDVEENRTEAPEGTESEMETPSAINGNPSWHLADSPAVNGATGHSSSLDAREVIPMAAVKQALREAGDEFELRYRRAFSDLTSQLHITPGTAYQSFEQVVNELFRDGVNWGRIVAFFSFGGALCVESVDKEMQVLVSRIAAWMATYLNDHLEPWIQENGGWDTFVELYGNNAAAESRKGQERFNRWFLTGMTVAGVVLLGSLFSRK
# Bim-Bfl-1 – disrupts Bim binding to human Bfl-1; Q16548; Bead-based flow cytometry, Bim-Bfl-1 binding inhibition; inhibition, % at 10 µM; 190,000 compounds, 0.12% hits; AID 1008;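 further: 0% = wells without compound plus tracer and 100% = blocker peptide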
# ABCB1 inh – blocks JC-1 efflux by human ABCB1 transporter | CCRF-Adr cells, flow cytometry | inhibition, % at 6.6 µM | 190,000 compounds, 0.067% hits | AID 1326; in the data active means inhibition above about 40%;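 further: 0% = vehicle and 100% = reference inhibitor; higher value means more JC-1 retained so stronger ABCB1 efflux block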
# GSH fluor – GSH bead compound fluorescence profile; GSH beads flow cytometry, compound fluorescence 488/530 nm; active compounds read high; fluorescence (KMESF) at 10 µM; 190,000 compounds, 0.25% hits; in the data active means fluorescence above about 89;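 further: glutathione beads carrying GST-tagged Bcl family fusion proteins plus one bare bead set; values are compound well signal with DMSO vehicle wells as background; inactives centre near 16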
# RGS4-Gao reg – modulates binding of RGS4 to human Galphao; P09471; Multiplexed bead flow cytometry; actives lie on both sides; binding response (% of control), % at 10 µM; 220,000 compounds, 0.33% hits; in the data active means binding response below about 49% or above about 150%; inactive means in between;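 further: fluorescent Galphao activated with aluminum fluoride binding bead-coupled RGS4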
# RGS7-Gao reg – human RGS7-Galphao interaction regulation; P09471; Multiplexed bead flow cytometry, RGS7-Galphao binding; actives lie on both sides; binding response (% of control), % at 10 µM; 220,000 compounds, 0.35% hits; AID 1439; in the data active means binding response below about 49% or above about 150%; inconclusive means no clear call, values can overlap the other calls; inactive means in between;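 further: fluorescent Galphao held in activated GDP-AlF4 state binding bead-coupled RGS7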
# ABCG2 block – inhibitors of human ABCG2 transporter, ABCB1 counter-screen; IgMXP3 cells, JC-1 efflux, flow cytometry; inhibition, % at 6.6 µM; 190,000 compounds, 0.1% hits;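 active means inhibition above 80%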;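 further: 0% = DMSO and 100% = nicardipine control wells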
#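 Test system: IgMXP3 (ABCG2) plus far-red-tagged CCRF-Adr (ABCB1) cells / Amount: 3 million cells/mL in well / Reagent: JC-1 transporter substrate / Timing: 10 min compound exposure, 25 °C / Signal: flow cytometry, 530 nm JC-1 signal / Read-out: percent efflux inhibition, scaled nicardipine 100% to DMSO 0% / Benchmarks: nicardipine as high control, DMSO as low control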
# Bim-Bcl-B – human Bim-Bcl-B interaction inhibition; 190,000 compounds, 0.073% hits; bead-based flow cytometry, Bim peptide-Bcl-B binding; Q9HD36; inhibition, % at 10 µM;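 further: 0% = tracer peptide without compound and 100% = reference inhibitor peptide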
# Target sequence (Q9HD36 whole entry, looked up): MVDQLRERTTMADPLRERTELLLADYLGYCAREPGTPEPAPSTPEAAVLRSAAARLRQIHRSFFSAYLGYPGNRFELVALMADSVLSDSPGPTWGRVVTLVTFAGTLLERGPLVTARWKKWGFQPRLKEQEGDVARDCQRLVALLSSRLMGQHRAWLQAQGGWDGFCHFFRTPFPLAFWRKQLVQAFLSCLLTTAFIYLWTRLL
# RGS8-Gao reg – modulates binding of RGS8 to human Galphao; P09471; multiplexed bead flow cytometry; actives lie on both sides; response (percent of control binding), % at 10 µM; 220,000 compounds, 0.34% hits; AID 1423; in the data active means response below about 60% or above about 140%; inactive means in between;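 further: Galphao activated as the GDP aluminium fluoride complex binding bead-coupled RGS8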
# * = called active by the depositor; u = inconclusive; x = no result given. Unless noted, no stated cut-off is given here; in the data, active means inhibition above about 40%. Random draw from the library, and some 1.1% of all compounds hit somewhere here.
# Second line of a record: Bcl-2 Bim block	Bcl-W Bim block	Bcl-XL Bim block	Bim-Bfl-1	ABCB1 inh	GSH fluor	RGS4-Gao reg	RGS7-Gao reg	ABCG2 block	Bim-Bcl-B	RGS8-Gao reg
1) O=S(=O)(c1ccc(NC(=S)N2CCN(c3ccccc3F)CC2)cc1)N1CCOCC1
    -2	4	0	3	0.9	13	98	98	10	-24	102
2) COC(=O)C1=C(N)c2c(F)cccc2C1(C#N)c1ccc(F)cc1 (configuration not stated)
    -7	0	-1	-7	-0.2	14	101	100	-1	-6	100
3) CC(=O)Oc1ccc(N(c2ccccc2)S(=O)(=O)c2ccc(C)cc2)cc1
    -1	-2	-3	0	-0.1	66	104	101	1	-1	102
4) O=C(O)c1ccc(CSc2ccccn2)cc1
    2	2	1	0	0.5	12	98	103	2	-1	104
5) O=C(c1cccs1)N1CCN(Cc2ccncc2)CC1
    -2	-2	-2	-4	0.3	49	105	104	10	0	100
6) CCOC(=O)Cc1csc(NC(=O)CCS(=O)(=O)Cc2ccccc2)n1
    -2	-3	-8	-8	-0.5	30	108	108	4	-9	112
7) O=S(N1CCCCCC1)C12CC3CC(CC(C3)C1)C2 (configuration not stated)
    -5	2	9	-10	0.1	46	103	100	1	-7	100
8) C=CCNC(=S)N/N=C/c1ccc(C(F)(F)F)cc1
    -1	-2	1	-4	-0.5	12	100	u	4	0	102
9) Cc1ccc(-n2c(SCC(N)=O)nc3c([nH]c4ccccc43)c2=O)cc1
    -4	0	-3	-8	0.5	13	96	98	3	-5	98
10) CC(C)NC(=O)[C@@H]1C[C@@]1(C)[C@@H](NC(=O)OCc1ccccc1)c1ccccc1
    2	-1	-2	-2	0.3	19	98	100	0	-3	101
11) O=C(Nc1nccs1)C1(S(=O)(=O)c2ccc(Cl)cc2)CC1
    -9	-4	-10	1	0.4	32	106	109	1	-4	107
12) O=C(NC1CCCCC1)C(c1cccnc1)N(CCc1ccccc1)C(=O)Cc1cccs1 (configuration not stated)
    -10	-8	-10	-16	1.3	16	89	103	1	-12	98
13) COc1ccc(CCNC(=O)CN2CCCc3ccccc32)cc1OC
    -5	0	-2	-8	0.1	4	112	109	0	-8	106
14) COc1cccc(NC(=O)CNC(=O)c2ccccc2)c1
    -8	-1	-3	-11	0.6	21	100	103	9	-10	100
15) Cc1cccc(N2C(=O)CC(Sc3ccccc3C(=O)O)C2=O)c1 (configuration not stated)
    -6	-4	-6	-13	0.9	14	104	101	8	-4	101
16) COc1ccc(OC)c2sc(N3CCCCC3)nc12
    -4	-2	-14	-8	0.3	30	99	94	3	-9	101
17) Cc1sc2ccccc2[n+]1CCC(C)S(=O)(=O)[O-] (configuration not stated)
    0	0	0	1	0.9	13	103	108	3	-3	102
18) O=C(c1cnsn1)N1CCC(CO)(Cc2ccc(Cl)cc2)CC1
    0	0	0	-5	1.4	17	99	100	3	-4	101
19) CCOC(=O)Cn1cc(-c2ccccc2)nn1
    -2	-2	-3	-1	0.3	18	105	107	1	-1	101
20) Cn1c(=O)[nH]c(=O)c2c1nc(N1CCCCC1)n2CCCSc1nnnn1-c1ccccc1
    -11	-3	-7	10	0.1	11	103	102	0	-7	102

# Arranged by heavy-atom count (high to low): some entries from above.
# Second line of a record: Bcl-2 Bim block	Bcl-W Bim block	Bcl-XL Bim block	Bim-Bfl-1	ABCB1 inh	GSH fluor	RGS4-Gao reg	RGS7-Gao reg	ABCG2 block	Bim-Bcl-B	RGS8-Gao reg
1) O=S(=O)(c1ccc(NC(=S)N2CCN(c3ccccc3F)CC2)cc1)N1CCOCC1
    -2	4	0	3	0.9	13	98	98	10	-24	102
13) COc1ccc(CCNC(=O)CN2CCCc3ccccc32)cc1OC
    -5	0	-2	-8	0.1	4	112	109	0	-8	106
11) O=C(Nc1nccs1)C1(S(=O)(=O)c2ccc(Cl)cc2)CC1
    -9	-4	-10	1	0.4	32	106	109	1	-4	107
5) O=C(c1cccs1)N1CCN(Cc2ccncc2)CC1
    -2	-2	-2	-4	0.3	49	105	104	10	0	100
7) O=S(N1CCCCCC1)C12CC3CC(CC(C3)C1)C2 (configuration not stated)
    -5	2	9	-10	0.1	46	103	100	1	-7	100

# As entered above.
# Cc1ccc(-n2c(SCC(N)=O)nc3c([nH]c4ccccc43)c2=O)cc1 in RGS8-Gao reg: 98
# O=C(Nc1nccs1)C1(S(=O)(=O)c2ccc(Cl)cc2)CC1 in RGS4-Gao reg: 106
# Cn1c(=O)[nH]c(=O)c2c1nc(N1CCCCC1)n2CCCSc1nnnn1-c1ccccc1 in Bcl-W Bim block: -3
# Cc1sc2ccccc2[n+]1CCC(C)S(=O)(=O)[O-] (configuration not stated) in ABCB1 inh: 0.9

# (more compounds)
# Second line of a record: Bcl-2 Bim block	Bcl-W Bim block	Bcl-XL Bim block	Bim-Bfl-1	ABCB1 inh	GSH fluor	RGS4-Gao reg	RGS7-Gao reg	ABCG2 block	Bim-Bcl-B	RGS8-Gao reg
21) CCOC(=O)c1cc(NC(=O)Nc2ccccn2)c(C)nc1C
    -3	0	-2	-7	1.3	12	103	105	8	2	103
22) Cc1cccc(OCC(=O)N/N=C/c2cn[nH]c2-c2ccc(Cl)c(Cl)c2)c1
    -4	-2	-3	-2	0.4	16	104	103	3	-4	101
23) NC(=O)Cc1ccc(C(=O)c2ccccc2)s1
    0	0	0	-4	-0.3	25	92	92	0	-2	96
24) CCn1c2ccccc2c2cc(NC(=O)COc3ccc(OC)cc3)ccc21
    2	0	3	0	-0.2	8	92	89	0	2	93
25) CCN1C/C(=C/c2cccc([N+](=O)[O-])c2)C(=O)/C(=C/c2cccc([N+](=O)[O-])c2)C1
    1	1	-2	18	1.8	9	96	97	15	0	94
26) COCCCNC(=O)CCSc1ccc(C)cc1
    1	0	-1	-2	0.4	6	97	101	1	1	99
27) CCOC(=O)NC1(C(F)(F)F)N=C(c2ccccc2)NC1=O (configuration not stated)
    -2	-3	-2	-1	0.6	27	91	95	3	-7	97
28) CN(C)c1ccc(NC(=S)NC(=O)/C=C/c2ccc(Cl)cc2)cc1
    -11	-4	3	-16	0.1	26	102	119	2	-18	98
29) NC(=O)/C=C\C(=O)Nc1cccc(C(F)(F)F)c1
    0	-3	1	-3	0.7	27	97	98	8	-1	100
30) Nc1cc(=O)[nH]c(=O)n1-c1cccc(F)c1
    -2	-3	-6	-7	0.1	7	98	93	0	-5	99
31) CC(=O)C1=C(O)C(=O)N(c2cccc(C(=O)O)c2)C1c1ccccc1F (configuration not stated)
    -8	-2	-8	-5	0.4	11	100	101	5	-6	99
32) S=C(Nc1ccccc1)NC1CCN(Cc2ccccc2)CC1
    -5	-6	-4	-5	-0.1	10	102	100	0	-9	102
33) COc1ccc(-n2ncc(Cl)c(Cl)c2=O)cc1
    -6	-3	-2	-8	0.3	17	97	u	0	-5	98
34) Cn1cc(CN2CCCC(C(=O)c3cccs3)C2)c(-c2cccc(Cl)c2)n1 (configuration not stated)
    -11	-3	-1	-8	3.1	14	101	91	7	-2	102
35) COc1ccccc1N(C)S(=O)(=O)c1ccc(C(=O)NC2=NCCS2)cc1
    -7	-5	-6	-23	1.3	22	100	102	25	-6	101
36) O=C(N/N=C/c1ccc([N+](=O)[O-])s1)c1ccncc1
    -2	-1	-8	-4	0.5	11	101	99	40	-9	100
37) CCOC(=O)c1sc(NC(=O)CSc2nnnn2-c2ccccc2)nc1C
    -6	0	4	-9	0.1	54	102	99	0	-5	103
38) CN(CCCNS(=O)(=O)c1cccc2cccnc12)Cc1ccccc1
    -3	0	-2	-9	3.6	11	102	104	5	-3	101
39) CC(C)n1cc(/C=C2/NC(=O)N(c3cccc(Cl)c3)C2=O)c2ccccc21
    14	7	6	8	-0.3	37	110	107	0	12	105
40) O=C(N/N=C1/CCSC1)c1cccc([N+](=O)[O-])c1
    -3	-2	-7	-1	-0.2	7	87	96	-1	-6	92

# Next section
# Second line of a record: Bcl-2 Bim block	Bcl-W Bim block	Bcl-XL Bim block	Bim-Bfl-1	ABCB1 inh	GSH fluor	RGS4-Gao reg	RGS7-Gao reg	ABCG2 block	Bim-Bcl-B	RGS8-Gao reg
41) Cc1cc(C)cc(OCC(=O)NNC(=O)CCC(=O)NCc2ccccc2)c1
    u	x	x	x	0.5	152*	98	99	4	x	98
42) CC(=O)c1c(Nc2ccccc2)sc(C(=O)c2ccccc2)c1C
    -1	-3	-6	0	3.1	10	104	103	16	-11	123
43) O=C1NC2(CCN(Cc3ccccc3)CC2)Oc2ccccc21
    -2	1	0	-3	-0.1	17	104	99	-1	-5	106
44) Cc1cc(C)cc(N(C(=O)c2csnn2)C(C(=O)NC(C)(C)C)c2cccs2)c1 (configuration not stated)
    -3	3	0	-7	1.1	10	101	102	6	-7	102
45) CC(=O)Nc1ccc2c(CN3C(=O)NC(C)(c4ccc(C)cc4)C3=O)cc(=O)oc2c1 (configuration not stated)
    -2	0	0	-4	-0.3	12	106	108	0	-1	104
46) COc1ccc(C2CC(=O)N3CN(c4ccc(C)c(Cl)c4)CSC3=C2C#N)cc1 (configuration not stated)
    -6	1	-1	4	-0.1	12	98	99	0	-8	97
47) c1ccc(C(c2nnnn2C2CCCCC2)N2CCc3ccccc3C2)nc1 (configuration not stated)
    -3	-2	-1	-2	0.3	24	97	99	0	-3	96
48) CN(CC(=O)Nc1ccc(Cl)c(Cl)c1)C(=O)C12CC3CC(CC(C3)C1)C2
    -1	-3	-7	0	1.2	5	99	94	26	-7	103
49) CSc1nc(-c2ccccc2)nc2c1COC(C)(C)C2
    -3	0	-3	-1	0.4	19	99	99	1	-1	100
50) CCOC(=O)c1cc(-c2ccc(OC)cc2)nn1-c1ccc(C(=O)O)cc1
    7	-1	-1	-3	0.3	34	102	110	0	0	100
51) O=C(O)CCNc1nc(C(F)(F)F)nc2ccccc12
    1	2	-1	-3	-0.5	11	99	95	0	2	100
52) Cc1cc(C)c(NC(=O)Cn2c(=O)n(Cc3ccco3)c(=O)c3ccccc32)c(C)c1
    -4	0	1	0	1.3	17	107	107	1	-2	100
53) Cc1nn(Cc2c(F)c(F)c(F)c(F)c2F)c(C)c1NC(=O)c1c([N+](=O)[O-])cnn1C
    -1	3	0	-7	0.3	14	103	101	0	-5	103
